High-throughput results: PubChem, several laboratories
T cell modulator – modulates CD8 T cell binding to vesicles | 2C CD8+ T cell-vesicle binding, flow cytometry; active compounds read low | calls only at 7 µM | hit rate 0.068% among 330,000;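 active = response, share of CD8 T cells binding vesicles, and their 90th percentile fluorescence all below set limits, cut at about 80% in these data, passing the limit was not always enough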
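Benchmarks: naked versus QL9-loaded vesicles / Assay system: purified 2C TCR transgenic mouse naive CD8+ T cells / Technique: high-throughput flow cytometry with anti-B7-1 and anti-CD8 staining / Timing: Cell–vesicle co-incubation 1.5 h at 37 °C, staining 20 min on ice / Read-out: percent CD8+ FL2 mean versus row control / Probe or stimulus: QL9-loaded Drosophila micro-vesicles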
KOR beta-arrestin-1 – KOR agonists, beta-arrestin recruitment, primary screen, cell-based, luminescence, uHTS (AID 1777) | KOR beta-arrestin recruitment, luminescence; higher % means a stronger effect | one-dose activation, % at 10 µM; EC50 in µM for titrated hits | hit rate 0.02% among 280,000; in the data active = activation above about 50%, passing the limit was not always enough; also: a part of the inactive calls stands beside numbers as strong as those of hits
NTR1 agonist – NTR1-driven beta-arrestin-GFP spot formation – imaging, U2OS cells, high content, primary screen (AID 493036). P30989. agonist mode. activation, % at 20 µM. hit rate 0.17% among 330,000;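 active = activation at or above 40% of the spot to cytoplasm intensity ratio, with at least 20 cells analyzed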;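 also: 0% = DMSO without peptide and 100% = 100 nM NTR1 peptide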
Target sequence (P30989 whole entry, looked up): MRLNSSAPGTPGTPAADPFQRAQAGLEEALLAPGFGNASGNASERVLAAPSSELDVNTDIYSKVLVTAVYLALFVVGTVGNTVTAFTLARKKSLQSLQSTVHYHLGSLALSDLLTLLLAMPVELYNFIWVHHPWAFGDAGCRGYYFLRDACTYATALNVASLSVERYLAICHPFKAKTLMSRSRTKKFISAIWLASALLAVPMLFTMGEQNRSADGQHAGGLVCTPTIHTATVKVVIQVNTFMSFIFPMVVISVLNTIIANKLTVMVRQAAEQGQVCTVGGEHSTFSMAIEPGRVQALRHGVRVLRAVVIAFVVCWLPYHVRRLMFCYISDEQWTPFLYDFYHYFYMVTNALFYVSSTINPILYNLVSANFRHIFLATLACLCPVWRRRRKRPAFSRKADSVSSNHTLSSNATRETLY
GPR55 beta-arrestin – selective activators of receptor GPR55 – imaging, U2OS cells, beta-arrestin-GFP redistribution, primary screen (AID 1961); U2OS GPR55 beta-arrestin-GFP redistribution imaging; higher % means a stronger effect; activation, % at 10 µM; hits with a dose series show EC50 in µM; hit rate 0.048% among 290,000;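 active = activation above 40% with more than 50 cells counted in the well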;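 also: U2OS osteosarcoma cells stably expressing GPR55 and beta-arrestin-GFP; plate controls were DMSO negative control for no effect and LPI positive control for full effect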
West Nile virus CPE – inhibition of WNV-induced cytopathic effect – cell-based, CPE readout (AID 1621). West Nile virus-infected cells, CPE inhibition; higher % means a stronger effect. CPE inhibition, % at 10 µM; hits with a dose series show IC50 in µM. hit rate 0.02% among 290,000; in the data active = a potency from the dose series; also: strong numbers were not always called active
PhoP inhibition – inhibitors of PhoP regulon expression, primary screen, Salmonella Typhimurium, GFP reporter (AID 1863); S. Typhimurium PhoP-regulated promoter GFP reporter, 4 h; higher % means a stronger effect; inhibition, % at 50 µM; hits with a dose series show IC50 in µM; hit rate 0.16% among 300,000;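 active = inhibition over 29.93%, a cutoff 3 SD above the screen mean, later confirmed by dose response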;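 also: 0% = low Mg2+ inducing control and 100% = high Mg2+ repressing control; strong numbers were not always called active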
GPR35 arrestin U2OS – GPR35 antagonists blocking zaprinast-driven arrestin recruitment, primary screen, imaging, U2OS, beta-arrestin-GFP, zaprinast agonist (AID 2058); inhibition, % at 10 µM, or IC50 in µM where a hit was titrated; U2OS GPR35 beta-arrestin-GFP translocation imaging, zaprinast antagonism; higher % means a stronger effect; hit rate 0.052% among 290,000;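 active = inhibition of at least 50% with at least 30 cells and total cytoplasm GFP at most 10,000,000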
KOR beta-arrestin-2 – kappa opioid receptor blockers – cell-based, luminescence, uHTS (AID 1778). hit rate 0.091% among 290,000. inhibition, % at 10 µM, or IC50 in µM where a hit was titrated. KOR beta-arrestin recruitment, luminescence, antagonist mode; higher % means a stronger effect; in the data active = inhibition above about 50%; also: strong numbers were not always called active
GPR55 LPI antagonism – GPR55 antagonists blocking LPI-driven arrestin recruitment, primary screen, imaging, U2OS, beta-arrestin-GFP, LPI agonist (AID 2013); one-dose inhibition, % at 10 µM; IC50 in µM for titrated hits; U2OS GPR55 beta-arrestin-GFP translocation imaging, LPI antagonism; higher % means a stronger effect; hit rate 0.13% among 290,000;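 active = spots per cell inhibited over 60%, with over 100 cells counted and total cytoplasm intensity under 500,000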;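 also: U2OS cells stably carrying GPR55 and arrestin-GFP stimulated by 5 µM LPI near EC80; imaged beta-arrestin-GFP aggregate spots per cell after agonist stimulation; plate controls were LPI-stimulated DMSO wells for no effect and DMSO wells without LPI for full effect; some results filed as inactive read as strong as hits; confirmed hits need IC50 under 10 µM and bright autofluorescent wells are also inconclusive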
T cell modulator vesicle-bound % – recorded beside T cell modulator, whose call it bears; double positive events, %; measured here: CD8+ vesicle-bound cell fraction;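 binding gate set so that unloaded-vesicle control wells show 10% double positive cells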
NTR1 agonist cell count 20 µM – also measured in NTR1 agonist; calls as there; cell count; measured here: cell count, cytotoxicity flag
* = called active by the depositor; i = inactive; / = not tested or not shown; [ ] = dose if it differs, or a comment.

SMILES	T cell modulator	T cell modulator vesicle-bound %	KOR beta-arrestin-1	NTR1 agonist	NTR1 agonist cell count 20 µM	GPR55 beta-arrestin	West Nile virus CPE	PhoP inhibition	GPR35 arrestin U2OS	KOR beta-arrestin-2	GPR55 LPI antagonism
CCOC(=O)c1c(C)[nH]c(C)c1C(=O)COC(=O)c1cccc(S(=O)(=O)NC)c1	i	33	0.2%	-0.3	53	-0.2%	-0.7%	-4%	8%	-35%	2%
CCN(CC)c1ccc(C=Nc2cccnc2Cl)c(O)c1	i	57	-8.1%	-1.9	84	-0.1%	-0.2%	-1%	-10%	-4%	0%
CCc1ccc(C(=O)COC(=O)CNC(=O)c2ccc(N3C(=O)c4ccccc4C3=O)cc2)cc1	i	19	1.0%	1.3	84	0.0%	0.1%	3%	-2%	-26%	3%
Cc1[nH]c2ccccc2c1CCNC(=O)CCC(=O)c1ccccc1	i	49	-2.9%	-1.2	67	0.1%	-0.4%	-7%	4%	-25%	1%
COC(=O)C1=CNC=C(C(=O)OC)C1c1cccc2ccccc12	i	56	-4.5%	0.5	59	0.0%	0.5%	5%	-12%	22%	-7%
O=C(CCc1nc2ccccc2c(=O)[nH]1)OCc1ccc(-c2ccccc2)cc1	i	4	7.8%	2.3	41	1.3%	0.8%	-16%	3%	-16%	-4%
CCc1cc2c(cc3c(=O)n(CC(=O)N4CCN(C)CC4)ncn32)s1	i	27	3.2%	0.2	65	0.0%	0.3%	-1%	1%	-42%	22%
COC(=O)C(C(=O)OC)c1ncccc1[N+](=O)[O-]	i	48	-8.3%	0.1	40	-0.4%	-0.1%	-7%	0%	15%	8%
CC(=O)Nc1ccc(S(=O)(=O)N2CCN(c3ncccn3)CC2)cc1	i	31	-5.5%	0.6	71	0.7%	-1.1%	-11%	-4%	-18%[20 µM]	-19%
CCN(CC)C(=O)CSc1nc2c(sc(=S)n2-c2ccccc2)c(=O)n1-c1ccc(OC)cc1OC	i	23	5.2%	4.2	94	0.4%	1.5%	-2%	-4%	-63%	-5%
COc1ccc(NC(=O)c2c(N)cnn2C)cc1	i	47	2.7%	0.8	77	0.3%	1.3%	-2%	2%	-51%[20 µM]	8%
CCc1nnc(SCC(=O)Nc2ccccc2)nc1CC	i	11	2.0%	-0.4	34	-0.1%	-0.3%	-2%	-15%	-9%	2%
CC1CCCCN1C(=O)CCS(=O)(=O)c1cc2c(cc1Cl)NC(=O)CO2 (stereo unspecified)	i	35	-4.4%	2.9	59	0.6%	-0.2%	/	-7%	-14%[20 µM]	-7%
Cc1nc2ccc(Cc3ccc4nc(C)[nH]c4c3)cc2[nH]1	i	31	2.1%	-0.2	44	-0.4%	0.4%	-2%	6%	9%	0%
CC(C)=CCN1CCN(Cc2cc3ccccc3[nH]2)CC1CCO (stereo unspecified)	i	43	-4.2%	-0.8	53	-0.4%	-0.6%	1%	13%	-18%[20 µM]	-2%
CCc1ccc(NC(=O)c2ccc3c(c2)C(=O)N(Cc2ccco2)C3=O)cc1	i	48	1.4%	16	70	0.7%	0.0%	-3%	-18%	2%	-1%
CN(C)c1nc(N)c([N+](=O)[O-])c(NCCO)n1	i	11	6.0%	-1.0	68	-0.3%	0.8%	2%	-10%	-9%	-11%
Cc1ccc(-n2c(O)c(C=NCc3ccccn3)c3ccccc3c2=O)cc1C	i	66	0.9%	0.6	93	-0.4%	0.0%	-2%	1%	/	9%
COC(=O)CN(C)C1CC(=O)N(c2ccc(Cl)cc2)C1=O (stereo unspecified)	i	28	-2.0%	-2.7	94	0.8%	0.0%	24%	2%	11%	0%
COc1ccc(-c2oc3ccccc3c2C(=O)OCc2ccc(O)cc2)cc1	i	17	/	4.9	88	-0.3%	1.4%	14%	15%	-12%[20 µM]	-2%
O=C(O)c1ccc(Cl)c(S(=O)(=O)Nc2ccc(OCc3ccccc3)cc2)c1	i	26	2.1%	3.0	52	0.0%	-0.8%	1%	4%	9%	4µM*
COc1cc(OC)c(C2=Nc3ccc(Br)cc3C(c3ccccc3)N2CC(=O)NN)cc1OC (stereo unspecified)	i	32	-2.0%	-0.4	36	-0.6%	-0.7%	4%	-10%	14%	10%
COc1ccc(/C=N/NC(=S)NCC2CCCO2)cc1 (stereo unspecified)	i	17	0.5%	0.9	50	0.1%	0.3%	2%	3%	33%	12%
COc1ccc(CCNC(=O)c2ccc(Cl)cc2Cl)cc1OC	i	54	-3.6%	2.0	30	0.0%	-0.6%	10%	3%	-19%[20 µM]	-5%
COc1ccc(N2CCN(C(=O)c3ccc(N(C)S(=O)(=O)c4ccc(C)cc4)cc3)CC2)cc1	i	12	/	0.9	41	-0.1%	-2.2%	-8%	-7%	-30%[20 µM]	3%
Cc1cccc(OCC(=O)Nc2cccc3nsnc23)c1	i	40	8.8%	2.6	58	-0.1%	0.3%	-5%	12%	-28%	2%
C=C(C)Cn1c(CCn2c3ccccc3c3ccccc32)n[nH]c1=S	i	12	-1.9%	2.3	50	-0.6%	-0.3%	35%	-9%	2%	14%
Cc1ccc(O)c(-c2cc(C(=O)Nc3ccc(S(=O)(=O)Nc4nccc(C)n4)cc3)[nH]n2)c1	i	24	0.1%	-0.1	62	0.0%	0.5%	-3%	-4%	22%	15%
CC(=O)c1ccc(N2CCN(C(=O)Cn3cnc(S(=O)(=O)N4CCCCC4)c3)CC2)cc1	i	6	-0.2%	2.2	64	-0.1%	1.3%	-12%	1%	-9%	1%
CCN(CC)CCn1c(SCC(=O)NCc2ccccc2)nc2c(sc3ccccc32)c1=O	i	22	-1.3%	2.9	54	-0.4%	-0.7%	-6%	-19%	-19%	4%

Full records, quoted from the list. Order of values: T cell modulator, T cell modulator vesicle-bound %, KOR beta-arrestin-1, NTR1 agonist, NTR1 agonist cell count 20 µM, GPR55 beta-arrestin, West Nile virus CPE, PhoP inhibition, GPR35 arrestin U2OS, KOR beta-arrestin-2, GPR55 LPI antagonism
Cc1ccc(-n2c(O)c(C=NCc3ccccn3)c3ccccc3c2=O)cc1C is entered as i, 66, 0.9%, 0.6, 93, -0.4%, 0.0%, -2%, 1%, /, 9%
O=C(O)c1ccc(Cl)c(S(=O)(=O)Nc2ccc(OCc3ccccc3)cc2)c1 is entered as i, 26, 2.1%, 3.0, 52, 0.0%, -0.8%, 1%, 4%, 9%, 4µM*

Other compounds
SMILES	T cell modulator	T cell modulator vesicle-bound %	KOR beta-arrestin-1	NTR1 agonist	NTR1 agonist cell count 20 µM	GPR55 beta-arrestin	West Nile virus CPE	PhoP inhibition	GPR35 arrestin U2OS	KOR beta-arrestin-2	GPR55 LPI antagonism
Cc1ccc(S(=O)(=O)CC2CSc3nc4ccccc4n32)cc1 (stereo unspecified)	i	22	-6.7%	3.6	66	-0.3%	-1.1%	-5%	3%	2%	2%
CC(=O)Nc1ccc(C(=O)NC2CCSc3ccccc32)cc1 (stereo unspecified)	i	29	-4.1%	-0.9	47	-0.1%	0.7%	-3%	6%	10%	1%
Cn1cc(S(=O)(=O)Nc2cccc3ccccc23)c(=O)n(C)c1=O	i	66	11%	0.8	62	-0.2%	0.2%	-7%	12%	-3%	-3%
Cc1c(Cl)cccc1-n1nnnc1-c1cccs1	i	50	-0.7%	2.2	105	0.3%	0.0%	12%	-8%	4%	5%
Cn1c(=O)oc2cc(S(=O)(=O)NCc3ccco3)ccc21	i	18	-8.8%	0.0	82	-0.1%	0.2%	7%	3%	24%	10%
Cc1nc2ccccc2n1CC(O)Cn1c2ccccc2c2ccccc21 (stereo unspecified)	i	59	-1.4%	2.7	71	-0.1%	-0.3%	3%	-15%	2%	-1%
CCOC(=O)C(=O)N/N=C(/c1ccccc1)c1ccc(OC)cc1	i	61	2.3%	-1.2	34	0.3%	0.2%	-5%	13%	5%	-4%
CC(NC(=O)COC(=O)CSCc1ccccc1)c1ccccc1 (stereo unspecified)	i	10	2.9%	0.8	42	0.5%	-0.1%	-6%	8%	-31%	-14%
O=C1NCCCCC1NS(=O)(=O)c1ccc(Cl)cc1 (stereo unspecified)	i	29	-6.5%	-0.5	81	0.0%	-0.6%	-1%	-8%	13%	5%
CCOc1ccccc1NC(=O)Nc1ccc(Br)cn1	i	58	-7.9%	2.2	95	-0.1%	-0.6%	6%	5%	-31%[20 µM]	13%
O=C1CCCC2=C1C1c3ccccc3C(=O)N1c1ccc(C(=O)c3ccccc3)cc1N2 (stereo unspecified)	i	19	-2.4%	2.3	20	1.4%	0.0%	3%	4%	16%	-4%
Cc1cc(N)n(-c2ccc(C(=O)O)cc2)n1	i	54	-6.0%	-0.2	35	0.6%	0.5%	7%	4%	-21%[20 µM]	1%
CCSc1nnc(N(CCC#N)CCC#N)s1	i	64	-2.5%	1.2	61	-0.2%	0.7%	6%	20%	-1%	3%
CC1CC(C)CN(C(=O)C2CCCN(S(=O)(=O)c3cnc[nH]3)C2)C1 (stereo unspecified)	i	11	0.8%	-1.6	55	-0.2%	0.7%	5%	0%	8%	-12%
O=C(NCC1CCCO1)c1ccc([N+](=O)[O-])s1 (stereo unspecified)	i	44	-1.3%	-0.7	41	0.0%	-0.6%	5%	-5%	-23%	-9%
O=C(COc1ccccc1[N+](=O)[O-])N/N=C/c1ccncc1	i	62	-7.5%	-0.3	34	0.1%	-0.2%	-1%	-8%	7%	13%
O=S(=O)(NCc1cccs1)NCc1ccccc1F	i	61	-1.9%	-1.1	63	0.5%	/	13%	0%	-29%	-12%
Cc1ccc(C)c(S(=O)(=O)N2CCN(C(=O)Nc3ccccc3)CC2)c1	i	20	2.0%	1.0	22	0.0%	-0.7%	-1%	0%	13%	6%
CC(C)C1Oc2ccccc2N(CC(=O)N2CCOCC2)C1=O (stereo unspecified)	i	53	-2.3%	-0.7	46	-0.1%	-0.3%	3%	12%	33%	3%
CCn1cc(C(=O)O)c(=O)c2cnc(N3CCN(C(=S)NC(=O)c4ccccc4Cl)CC3)nc21	i	24	1.4%	-1.7	52	0.3%	-0.1%	-7%	-4%	10%	7%
Cc1ccc(/C=C/C(=O)N2CCCC(C)C2)cc1 (stereo unspecified)	i	48	-3.5%	-0.4	55	0.7%	-0.6%	-6%	16%	7%	9%
Cc1cc(C)c(C#N)c(SCC(=O)N2CCCCC2)n1	i	13	-1.7%	2.1	29	-0.1%	-0.2%	5%	-9%	17%	8%
Cc1c(C(=O)N2CCOCC2)[nH]c2c1C(=O)CC(c1ccc(Cl)cc1)C2 (stereo unspecified)	i	29	-3.1%	-0.9	41	-0.1%	-0.2%	14%	2%	21%	-2%
CC1(C)Cc2ccccc2-c2c1c(=O)n(Cc1ccccc1)c1nnnn21	i	6	-3.1%	1.1	70	-0.2%	-0.9%	4%	14%	-2%	14%
COC(=O)N/N=C(/c1ccccc1)C1CCCCC1	i	39	2.2%	-0.5	36	0.2%	0.0%	-5%	-6%	0%	1%
